iPSC survival up = enhancers of human iPSC single-cell survival. survival enhancement, % at 20 µM. hiPSC single-cell survival, ATPlite luminescence; 100% = ROCK inhibitor wells, 0% = DMSO. actives 0.044% (n = 360,000); in the data active = survival enhancement above about 18%;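 note: cells exposed to compounds for 16 hours before the ATP read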
Shn3 3UTR inh = inhibitors of Schnurri-3 3'UTR reporter in osteoblasts; Clone20 osteoblast Shn3 3'UTR firefly luciferase, 24 h; inhibition, % at 12.5 µM; actives 0.52% (n = 360,000);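 active = mean inhibition of at least 75% with every replicate also reaching 75%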;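 note: 0% = median of neutral control wells and 100% = pilot-screen positive control compound; some compounds past the cut are filed as inactive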
EBV LMP1 NFkB = Epstein-Barr LMP1 NF-kappaB reporter inhibition. LMP1-induced NF-kappaB luciferase reporter cells, luminescence. inhibition, % at 12.5 µM. actives 0.69% (n = 350,000); in the data active = inhibition above about 41%;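 note: 0% = neutral control wells and 100% = reference inhibitor control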
TRAIL sens C8 = sensitizes caspase-8 expressing cells to TRAIL. NB7+C8 cells + TRAIL, ATPlite viability luminescence. inhibition (viability loss, TRAIL sensitization), % at 10 µM. actives 1% (n = 360,000);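 active = compounds causing at least 50% loss of cell viability in the single-dose screen, relative to plate controls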
KKLEB cytotox = reduces viability of KKLEB cystic fibrosis airway cells; AID 602141; KKLEB CF airway cells viability, ATPlite luminescence, overnight; hits give low values; cells stimulated with P. aeruginosa culture filtrate; activity change (cytotoxicity), % at 5 µM; actives 0.36% (n = 360,000);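 active = corrected activity change at or below -50% at 5 µM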
NR2E3 ag-1 = human photoreceptor-specific nuclear receptor agonism; CHO-S Gal4-NCOR/VP16-NR2E3 two-hybrid, luciferase; inhibition of corepressor binding, % at 3.98 µM; Q9Y5X4; actives 0.35% (n = 360,000); AID 602229;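 active = inhibition above the mean of all tested compounds plus 3 SD, cut at about 70% in these data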;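 note: 0% = DMSO with NR2E3 transfected cells and 100% = cells lacking NR2E3 construct; higher means lower luciferase signal from less NR2E3 corepressor binding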
Target sequence (Q9Y5X4 whole entry, looked up, the tested form may be a part): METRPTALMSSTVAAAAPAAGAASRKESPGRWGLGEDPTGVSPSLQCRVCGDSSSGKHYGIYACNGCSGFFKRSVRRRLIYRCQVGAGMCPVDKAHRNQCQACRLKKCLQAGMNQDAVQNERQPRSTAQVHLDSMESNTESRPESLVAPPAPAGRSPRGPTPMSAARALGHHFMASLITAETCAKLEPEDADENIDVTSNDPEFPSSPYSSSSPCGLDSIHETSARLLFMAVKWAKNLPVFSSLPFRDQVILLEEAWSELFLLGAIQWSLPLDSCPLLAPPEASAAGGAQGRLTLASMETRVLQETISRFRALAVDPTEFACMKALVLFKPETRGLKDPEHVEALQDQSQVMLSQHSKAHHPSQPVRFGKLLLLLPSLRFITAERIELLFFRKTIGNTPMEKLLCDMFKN
Peg3 promoter = reduces Peg3 promoter-driven luciferase expression in HeLa. HeLa PEG-Prom luciferase reporter, luminescence, overnight. AID 588405. inhibition, % at 20 µM. actives 1.7% (n = 360,000);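 active = inhibition of at least 50% at 20 µM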
MITF TRPM1 inh = inhibitors of MITF-driven TRPM1 promoter in melanoma cells; actives 0.83% (n = 330,000); inhibition, % at 12.5 µM; SK-MEL-5 TRPM1 promoter luciferase, 24 h;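 active = mean inhibition across replicates of 60% or more, whatever share of single replicates reaches that level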; note: values of inactives mirror those of a sister screen read the other way
CF NFkB block = inhibitors of cystic fibrosis induced NF-kB. KKLEB NF-kB-GFP reporter, PAF-induced, GFP fluorescence overnight. inhibition, % at 5 µM. actives 0.86% (n = 360,000). AID 588850;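 active = at least 50% inhibition at 5 µM, scaled per plate between neutral and stimulator controls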;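 note: PAF is a Pseudomonas aeruginosa culture filtrate used as stimulus; plate controls were PAF-stimulated DMSO wells for no effect and unstimulated DMSO wells for full effect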
HIF-2a block = blocks HIF-2a reporter activity; 786-0 RCC cells HIF-2a reporter, luciferase luminescence, overnight; inhibition, % at 18.8 µM; actives 0.72% (n = 360,000);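 active = inhibition of the luminescence signal of 40% or more relative to plate controls, in a single-dose primary screen at 18.75 µM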
NR2E3 ag-2 = agonists of human nuclear receptor NR2E3. GST-NR2E3/biotin-RetCOR TR-FRET, 1536-well. actives 0.12% (n = 320,000). AID 2300. inhibition of corepressor binding, % at 4.78 µM;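 active = percent inhibition above the cutoff of mean plus 3 SD of all tested compounds, set per screening campaign, cut at about 20% in these data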;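 note: 0% = DMSO wells and 100% = biotin wells as full block of FRET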
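Test system: GST-NR2E3 and biotin-RetCOR proteins | Quantity: 1.35 nM GST-tagged NR2E3 final | Medium: Tris pH 7.5 | Also added: 7 nM biotin-RetCOR | Dosing: Compound at 4.8 µM, single dose | Timing: 5 h at 4 °C | Detection: Time-resolved FRET | Read-out basis: Percent inhibition | Benchmarks: Biotin wells as high control, 0.6% DMSO wells as low control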
* marks the source's active call; other numbers are inactive results; · = no result given.

mol | iPSC survival up | Shn3 3UTR inh | EBV LMP1 NFkB | TRAIL sens C8 | KKLEB cytotox | NR2E3 ag-1 | Peg3 promoter | MITF TRPM1 inh | CF NFkB block | HIF-2a block | NR2E3 ag-2
O=C(Nc1sc2c(c1C(=O)NCc1ccco1)CCCC2)c1ccc2c(c1)OCO2 | 0.2 | -77 | -13 | 13 | -33 | -67 | -257 | -99 | -14 | -324 | -2
COc1c(O)cccc1[C@@H](O)C1CCN(CCc2ccc(F)cc2)CC1 | -1.0 | 6 | -9 | -9 | -5 | 7 | 17 | -4 | 12 | 13 | 0
COC(=O)c1ccc(Cn2cc([N+](=O)[O-])cn2)cc1 | -0.6 | -1 | 6 | 11 | 2 | 6 | -2 | -3 | 4 | -4 | -1
COc1ccc(N2CCN(Cc3nc4c(c(=O)n(C)c(=O)n4C)n3CCc3ccccc3)CC2)cc1 | 0.1 | -15 | 1 | -19 | 7 | 26 | 11 | 0 | -8 | 0 | 6
CC1CCCN(CCCNC(=O)C2CCC(CNS(=O)(=O)c3cccc4nsnc34)CC2)C1 (stereo not given) | 0.5 | -22 | 1 | -11 | 6 | -20 | 1 | -14 | -8 | 6 | 2
CC(=O)N1Cc2ccccc2CC1C(=O)NCc1ccccc1F (stereo not given) | -0.3 | 3 | -1 | -5 | 6 | -9 | 8 | 5 | -13 | 11 | -2
C=CCn1c(=O)c2ccccc2n2c(=S)[nH]nc12 | -0.3 | 14 | -3 | -1 | -24 | -10 | 15 | -1 | 10 | 11 | -1
CCN(CC)c1ccc(/C=N/NC(=O)c2cc(C)nc3ccccc23)cc1 | -0.4 | 7 | -6 | 12 | -12 | 5 | 26 | -3 | 27 | -9 | 2
O=C(Nc1ccccc1O)c1cccc(S(=O)(=O)Nc2ccccc2O)c1 | 0.5 | 70 | -6 | -2 | 3 | -13 | 16 | 10 | 2 | 12 | 2
CN1CCN(C(=O)c2cc3c(c(-c4cccc(Br)c4)n2)[C@H](CCO)N(S(=O)C(C)(C)C)C3)CC1 (stereo not given in full) | 0.2 | 1 | · | 10 | -1 | -13 | 2 | · | -31 | -3 | ·
O=C(O)c1c2c(nc3ccccc13)-c1ccccc1CC2 | 1.0 | -30 | -5 | 6 | -9 | -44 | 3 | 6 | 11 | -21 | 5
COc1ccc(Cl)cc1NS(=O)(=O)c1cn(C)nc1C | 2.0 | 11 | 7 | -7 | 5 | 18 | 16 | -1 | -5 | 11 | -1
O=C(O)C1C2C=CC(C2)C1C(=O)Nc1ccccc1Br (stereo not given) | -0.4 | -12 | -5 | 10 | 11 | -8 | 7 | 1 | 10 | 1 | 5
CC(=O)Nc1ccc(CN2C(=O)C(Cc3ccccc3)ON=C2c2ncccc2C)cc1 (stereo not given) | 5.9 | -1 | · | 6 | 0 | -4 | 4 | · | 4 | 10 | ·
COc1ccc(N=C2SC(CC(=O)Nc3ccccc3)C(=O)N2Cc2ccco2)cc1 (stereo not given) | -0.5 | 35 | -2 | 0 | -5 | 28 | 14 | 5 | 11 | 22 | 2

Ordered by value in EBV LMP1 NFkB (ascending): some entries from above
smiles	Shn3 3UTR inh	EBV LMP1 NFkB	NR2E3 ag-1	Peg3 promoter	MITF TRPM1 inh	CF NFkB block	HIF-2a block	NR2E3 ag-2
CCN(CC)c1ccc(/C=N/NC(=O)c2cc(C)nc3ccccc23)cc1	7	-6	5	26	-3	27	-9	2
C=CCn1c(=O)c2ccccc2n2c(=S)[nH]nc12	14	-3	-10	15	-1	10	11	-1
COc1ccc(N=C2SC(CC(=O)Nc3ccccc3)C(=O)N2Cc2ccco2)cc1 (stereo not given)	35	-2	28	14	5	11	22	2

(continued)
mol | iPSC survival up | Shn3 3UTR inh | EBV LMP1 NFkB | TRAIL sens C8 | KKLEB cytotox | NR2E3 ag-1 | Peg3 promoter | MITF TRPM1 inh | CF NFkB block | HIF-2a block | NR2E3 ag-2
CCOC(=O)C1=C(C)NC(C)=C(C(=O)OCC)C1c1ccncc1 | 1.8 | -2 | 0 | 0 | -9 | -16 | 27 | · | -29 | 13 | ·
CN(C)CCNc1ncnc2c1ncn2[C@H]1CN(Cc2ccccc2)C[C@@H](CO)O1 | -2.4 | -4 | · | 1 | -5 | 15 | -7 | · | 10 | 1 | ·
COC(=O)[C@@H]1C[C@@]2(O)[C@H](O)[C@H](O)[C@H](O)C[C@H]2N1Cc1ccc(C)s1 | 2.1 | -8 | -11 | -1 | 2 | -8 | 4 | 3 | 10 | 6 | 1
O=C(Nc1ccccc1)C1CCCN1S(=O)(=O)c1ccc(Br)cc1 (stereo not given) | -0.4 | -26 | -1 | -6 | -9 | -8 | 25 | 3 | 17 | 13 | -3
Cc1ccc(CNCCC2=CCCCC2)cc1 | -1.3 | -9 | 2 | 0 | -8 | 6 | -21 | -33 | 0 | -53 | 0
COc1ccc(C)cc1N1CC(C(=O)OCc2nc(N)nc(Nc3ccccc3C)n2)CC1=O (stereo not given) | -0.3 | -7 | 13 | -6 | 1 | -18 | 3 | -5 | 3 | 4 | ·
COCCCNS(=O)(=O)c1ccc(SC)cc1 | 7.1 | -14 | 4 | -1 | 8 | -4 | 13 | 1 | 4 | 18 | -1
NC(=O)CC(NC(=O)Cc1ccc(Br)cc1)c1ccc(N2CCCCCCC2)c([N+](=O)[O-])c1 (stereo not given) | 2.9 | 78 | 8 | 8 | 0 | -13 | 20 | -9 | -20 | -23 | 1
O=C(Nc1ccc2c(c1)OCCO2)C1CCCN1S(=O)(=O)c1cccc2cccnc12 (stereo not given) | 1.0 | -6 | 6 | -2 | -10 | 6 | 0 | -1 | 15 | 7 | 6
COc1ccc(CC(=O)Nc2ccc(-c3cn4ccc(C)cc4n3)cc2)cc1 | -0.7 | 6 | -33 | 3 | -11 | -118 | -15 | 7 | 10 | -95 | 2
S=C(NCC1CCCO1)NC1CC1 (stereo not given) | 0.9 | 11 | 1 | -1 | 17 | -1 | -12 | 7 | -16 | 10 | 2
CC(C)(C)c1cc(C(=O)NN)n(Cc2ccc(Cl)cc2Cl)n1 | 1.5 | -5 | 17 | 38 | -7 | -28 | 13 | 12 | 9 | 15 | -2
CN1CC=C2C(C#N)=C(N)C(C#N)(C#N)[C@H](c3ccoc3)[C@H]2C1 | -3.5 | 3 | -4 | 5 | 4 | -20 | 10 | 4 | -8 | 19 | 2
CC(CNC(=O)c1cc(COc2c(F)cccc2F)on1)c1ccccc1 (stereo not given) | 0.4 | 7 | 7 | 2 | -1 | 5 | 11 | -5 | -11 | -11 | 0
COC(=O)c1ccc(N2C(=O)CC(SCCN)C2=O)cc1 (stereo not given) | -1.3 | -41 | -5 | -1 | 0 | -81 | -153 | -54 | 1 | -132 | -2
COc1ccc2c(C(=O)NCCCCO)c(-c3ccc(S(C)(=O)=O)cc3)sc2c1 | -2.1 | 9 | -12 | 3 | -2 | -18 | -5 | 2 | 10 | -4 | ·
O=P(Cc1cc[n+]([O-])cc1)(c1ccccc1)c1ccccc1 | -6.1 | 11 | -9 | -8 | -6 | -1 | 12 | -7 | 13 | 10 | 2
Cc1ccc(-n2ncc3c(Nc4cccc(C(=O)O)c4)ncnc32)cc1 | 3.2 | -45 | -33 | -14 | 7 | -147 | -282 | -52 | -3 | -138 | 2
O=C(CN(c1ccc(F)cc1)S(=O)(=O)c1ccccc1)NC1CC2CCC1C2 (stereo not given) | -0.6 | 11 | 4 | -11 | -5 | -17 | 19 | 8 | 18 | 7 | 0
COc1ccc(/C=C(/C#N)C(=O)Nc2ccc(O)cc2)cc1C(=O)O | 0.3 | 2 | 8 | -5 | 0 | 5 | -10 | · | 10 | 8 | 1
COc1cc(CCCN2C(N)=NC[C@H]2Cc2ccc(O)cc2)cc(OC)c1OC | 2.3 | -21 | 0 | -2 | 9 | 15 | -5 | -2 | -10 | 10 | 4
Cc1ccc(SCC(=O)OCC(=O)Nc2ccc3[nH]c(=O)[nH]c3c2)cc1C | -0.1 | 17 | 2 | 9 | -11 | 15 | -16 | 2 | 12 | -1 | 4
CN1CCN(C(=O)c2ccccc2[N+](=O)[O-])CC1 | -0.5 | -2 | 2 | -2 | -8 | -10 | 7 | -4 | 5 | 17 | -3
CCN1C(=S)SC(=O)C1=C1C=C(C)N(Cc2ccco2)C(C)=C1 | -2.4 | -89 | -64 | -8 | 1 | -123 | -279 | -56 | -8 | -293 | -3
Cc1ccc(N(C)S(=O)(=O)c2cccc(C(=O)Nc3ccc(C)cn3)c2)cc1 | 1.1 | 14 | 2 | 6 | -4 | 16 | 3 | 0 | 12 | -14 | -2
O=C(COC(=O)COc1ccccc1)NCc1ccccc1 | 1.0 | -12 | 1 | 11 | 9 | -20 | 0 | 1 | -1 | 18 | 4
Cc1ccc(C(=O)Nc2nc(=O)n(C)s2)cc1 | -3.6 | -103 | 5 | 53* | -12 | -88 | -118 | -32 | -10 | -138 | -1
CCCCNC(=O)C1CCN(C(=O)Nc2ccc(C)cc2)CC1 | -2.3 | 8 | -13 | 5 | 7 | -13 | -8 | 11 | 4 | 6 | 1
CCc1ccccc1N(CC(=O)OC)S(C)(=O)=O | 0.4 | 3 | 25 | -3 | -24 | -21 | 6 | 7 | 13 | 15 | 3
O=[N+]([O-])c1cccc(COc2ncnc3cc([N+](=O)[O-])ccc23)c1 | 0.3 | 1 | 2 | 0 | -5 | 6 | 17 | 16 | -33 | 10 | 0
CCOc1ccc(-c2csc(NC(=O)CSCC(=O)O)n2)c2ccccc12 | -1.3 | 3 | 4 | -3 | 22 | -32 | 8 | 5 | -7 | 14 | 1
C[C@@]12C(=O)Nc3cc(Cl)ccc3C(=O)N1[C@H]1c3cc(Br)ccc3OC[C@@H]1[C@@H]2c1ccccc1 | 1.0 | 19 | 0 | 26 | -16 | -5 | 38 | 18 | 43 | -26 | -4
C=CCn1c(SCC(=O)Nc2sc3c(c2C#N)CCC(C)C3)nc2cc(C(=O)O)ccc2c1=O (stereo not given) | -1.8 | 30 | -13 | -18 | -4 | -23 | -4 | 7 | -4 | 12 | ·
CC(=O)NC1(c2ccccc2)CCN(C(=O)N2CCOCC2)CC1 | -2.3 | -18 | 2 | 3 | 3 | -2 | -4 | 4 | 0 | 7 | 2
CN1CCC(N(C)C(=O)c2cc(S(=O)(=O)N(C)c3ccccc3)ccc2Cl)CC1 | -0.4 | 4 | -5 | 4 | -4 | -7 | -19 | -3 | 3 | -10 | ·
O=C(CCN1CCN(Cc2ccccc2)CC1)NNC(=O)Cc1ccc(Cl)c(Cl)c1 | 1.0 | -3 | 7 | 2 | 2 | 1 | 1 | -8 | -14 | 13 | -3
CCC1CCCCN1CCCNC(=O)c1ccc2nc(N3CCC(C)CC3)sc2c1 (stereo not given) | -0.7 | -145 | -66 | 9 | 3 | -102 | -53 | 38 | 8 | -35 | 0
CC(=O)NC(CC(=O)O)c1ccc([N+](=O)[O-])cc1 (stereo not given) | -0.7 | 6 | -6 | 5 | 0 | -13 | 15 | 10 | 9 | 19 | 0

From PubChem

Some of the compounds tested; count on the stated rates, not on these rows.
